Cneo AK release: causes C. neoformans cell lysis; AID 651654; 360,000 tested, 0.2% active; adenylate kinase release luminescence, 4 h; normalised: neutral wells 0, clomiphene wells 100; lysis activity, % at 15 µM;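 active = mean lysis activity across replicates of at least 80%, whatever share of replicates individually reach that level; inactive = mean lysis activity below 80%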
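Assay system: Cryptococcus neoformans yeast cells / Dosing: single-point compound dose / Timing: 4 h at 37 °C static, read 1 h later / Measured by: luminescence of released adenylate kinase using an AK detection reagent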
esBAF inh: blocks esBAF chromatin remodeling in mouse ES cells. Bmi1-luciferase knock-in reporter, 24 h; 100% = twice the neutral-well signal. reporter increase, % at 12.5 µM. 350,000 tested, 2% active; in the data active = activation above about 40%; inconclusive = no clear call, values can overlap the other calls;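 also: 0% = median of the plate's neutral control wells and 100% = double that signal; a rise in the Bmi1 reporter signal indicates esBAF inhibition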
Statin myotox sup: protects C2C12 myotubes from simvastatin toxicity. ATP luminescence, 48 h; scaled: DMSO 0, geranylgeraniol control 100. rescue of ATP level, % at 7.49 µM. 330,000 tested, 0.78% active;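 active = mean ATP rescue above about 67%, or every replicate alone reaching that limit, limit read from the data, passing the limit was not always enough; inconclusive = no clear call, values can overlap the other calls; inactive = mean under the limit and some replicate under it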;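 also: myotubes were challenged with 10 µM simvastatin during compound exposure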
SIRT5 block: sirtuin-5 (human) deacylase inhibition. inhibition, % at 15 µM. Purified SirT5, succinyl-peptide AMC, trypsin-coupled fluorescence. 330,000 tested, 1.1% active. Q9NXA8. AID 652115; in the data active = inhibition above about 15%; inconclusive = no clear call, values can overlap the other calls
Target sequence (Q9NXA8 whole entry, looked up): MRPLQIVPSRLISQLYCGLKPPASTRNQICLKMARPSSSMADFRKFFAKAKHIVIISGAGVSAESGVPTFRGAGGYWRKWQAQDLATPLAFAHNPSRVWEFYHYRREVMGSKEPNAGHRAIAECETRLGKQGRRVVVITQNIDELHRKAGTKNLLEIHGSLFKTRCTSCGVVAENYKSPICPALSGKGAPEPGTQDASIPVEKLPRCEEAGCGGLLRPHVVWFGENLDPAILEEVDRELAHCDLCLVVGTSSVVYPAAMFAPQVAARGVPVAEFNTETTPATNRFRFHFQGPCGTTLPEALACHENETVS
ERp5 inh: blocks human ERp5 reductase activity on insulin. inhibition, % at 9.99 µM. ERp5 insulin aggregation, absorbance 650 nm, 90 min. AID 651711. 350,000 tested, 0.05% active. Q15084;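 active = mean replicate inhibition above about 25%, with every replicate also reaching it, limit read from the data, passing the limit was not always enough; inconclusive = only one of those two criteria met; inactive = neither criterion met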
Target sequence (Q15084 whole entry, looked up): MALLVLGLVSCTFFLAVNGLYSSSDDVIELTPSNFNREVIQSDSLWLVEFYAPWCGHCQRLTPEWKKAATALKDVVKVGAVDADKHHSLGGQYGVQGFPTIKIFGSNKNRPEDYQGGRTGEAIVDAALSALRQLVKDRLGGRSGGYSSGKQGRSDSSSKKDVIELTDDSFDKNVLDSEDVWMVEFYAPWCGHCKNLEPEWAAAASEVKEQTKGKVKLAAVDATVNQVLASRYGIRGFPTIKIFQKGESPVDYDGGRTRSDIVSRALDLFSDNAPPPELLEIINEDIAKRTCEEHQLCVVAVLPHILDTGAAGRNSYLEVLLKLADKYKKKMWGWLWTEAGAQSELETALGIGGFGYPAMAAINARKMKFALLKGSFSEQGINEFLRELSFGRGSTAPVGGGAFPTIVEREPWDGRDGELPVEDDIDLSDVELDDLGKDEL
ARNT-TACC3 inh: disruptors of human ARNT/TACC3 interaction; AlphaScreen His-ARNT PAS-B/GST-TACC3 binding, luminescence; TACC3 fragment carries E629A point mutation; 390,000 tested, 0.66% active; Q9Y6A5; inhibition, % at 9.99 µM;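 active = mean inhibition of replicates at least 50% and at least half of replicates each reaching 50%; inconclusive = half or more replicates reach 50% but mean below 50%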;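 also: 0% = complete ARNT plus TACC3 wells and 100% = ARNT alone without TACC3; many hits fall short of the cut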
miR122 inh: inhibitors of miR-122 in Huh7 cells; Huh7 miR-122 Renilla luciferase sensor, 48 h; neutral wells = 0, positive control = 100; activation (reporter increase), % at 12.5 µM; 340,000 tested, 0.3% active;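 active = mean replicate activation score at least 90 and every replicate individually at or above 90; inconclusive = only one of the two criteria met; inactive = neither criterion met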;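 also: higher luciferase means less miR-122 activity so hits act as miR-122 inhibitors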
Starred values were filed as active, the others as inactive; ? = inconclusive; . = not tested or not shown; [ ] = another dose, or the depositor's remark.

cpd	Structure	esBAF inh	SIRT5 block	ERp5 inh	miR122 inh	ARNT-TACC3 inh	Statin myotox sup	Cneo AK release
1	Cc1ccc(-c2nc(Nc3cccc(O)c3)c3ccccc3n2)cc1	1	0	8	.	-12	-20	-2
2	C[C@@H]1CN([C@@H](C)CO)C(=O)c2cc(-c3cccc(F)c3)cnc2O[C@@H]1CN(C)C(=O)C1CCC1	-7	-1	-1	22[16.7 µM]	0	22	52
3	COc1ccc(CCNc2cc(N3CCN(C(=O)c4ccccc4F)CC3)ccc2[N+](=O)[O-])cc1OC	-39	.	.	-4	-10	19	4
4	CS(=O)(=O)c1ccc(Cl)c(NC(=O)CN2CCN(C(=O)c3cccs3)CC2)c1	6	-5	2	-1	.	7	.
5	COc1ccc(OCC(=O)Nc2ccc3c(c2)nc(CCn2ccccc2=O)n3C)cc1	-4	0	-2	3	-9	-5	3
6	COC(=O)c1nn(-c2ccccc2)c(Cl)c1/C=N/OCc1ccc(C)cc1	0	.	.	-4	-3	9	-1
7	C[C@@H]1CN([C@@H](C)CO)C(=O)Cc2cc(N(C)C)ccc2O[C@@H]1CN(C)Cc1ccc(C(=O)O)cc1	-5	-1	0	-10[16.7 µM]	-2	-18	-4
8	O=C1Nc2ccc(NS(=O)(=O)c3cccs3)c3cccc1c23	2	.	.	0	4	3	.
9	CCOC(=O)c1oc2cc(OCC(=O)OC)ccc2c(=O)c1-c1ccc(OC)c(OC)c1	-6	0	-2	-8	2	-7	1
10	COc1ccc(C(C(C(=O)c2ccco2)N2CCOCC2)N2CCOCC2)cc1 (stereo not drawn)	7	.	.	1	-1	.	-3
11	COc1ccc(CCN2CC(C(=O)NCCc3ccccc3)CC2=O)cc1OC (stereo not drawn)	25	-4	-1	-5	-3	0	-1
12	C[C@H]1CCCCO[C@H](CN(C)C)[C@@H](C)CN([C@@H](C)CO)C(=O)c2cc(NC(=O)CCC(F)(F)F)ccc2O1	-17	-1	2	1[16.7 µM]	-2	7	40
13	COc1ccc(C(=O)NC(=S)Nc2ccc(S(=O)(=O)Nc3cc(OC)ncn3)cc2)cc1	5	-5	-1	?	3	-4	0
14	C1CCC(C23CC4CC(CC(C4)C2)C3)NC1 (stereo not drawn)	2	.	.	0	0	-5	4
15	CCOc1ccccc1NC(=O)C1CCC(CNc2c(N3CCOCC3)c(=O)c2=O)CC1 (stereo not drawn)	0	-3	-4	-3	-10	-5	1
16	Cc1cccc(OCC(O)CN2C(C)(C)CC(O)CC2(C)C)c1C (stereo not drawn)	-4	.	.	-12	-11	-1	0
17	COc1ccc(OC)c(NC(=O)C(C#N)=Cc2ccco2)c1	21	-6	-14	-7	3	-3	1
18	O=C(NC(=S)Nc1ccccc1N1CCCC1)c1cccs1	.	3	-6	.	9	.	1
19	COCC(=O)N1C[C@@H](C)[C@@H](OC)CN(C)C(=O)c2cc(NS(C)(=O)=O)ccc2OC[C@H]1C	1	-7	2	4[16.7 µM]	-3	3	-2
20	CN(C)Cc1cn(CC[C@@H]2CC[C@H](NS(=O)(=O)c3ccc(-c4ccccc4)cc3)[C@@H](CO)O2)nn1	0	0	4	-22[16.7 µM]	8	1	-2
21	N#CC1(NC(=O)COC(=O)CN2C(=O)c3ccccc3C2=O)CCCCC1	.	-6	1	-7	-2	-3	0
22	C/C(=N\NC(=O)c1ccncc1)c1cccc(NC(=O)c2ccc(Cl)s2)c1	?	7	7	29	1	-3	4
23	Cc1ccc2cc(CN(CC(C)C)S(=O)(=O)c3cccc4nonc34)c(=O)[nH]c2c1	-2	3	-1	1	-4	1	4
24	COc1ccc(NC(=O)c2cnc(SC)nc2)cc1	27	8	-1	-5	-4	6	-6
25	COc1ccc(C(=O)N/C(=C\c2ccc3c(c2)OCO3)C(=O)Nc2cccc(C(=O)O)c2)cc1	.	6	9	.	-6	.	0
26	COc1ccc2c(c1)C(C)CC(C)(C)N2C(=O)CSc1nc2ccccc2s1 (stereo not drawn)	-6	.	.	3	-2	47	-3
27	COc1cc(C(=O)NC(=S)Nc2ccc3[nH]c(=O)[nH]c3c2)cc(OC)c1OC	-2	-1	-4	.	4	-3	-1
28	c1coc(-c2nc3c([nH]2)CCc2nonc2-3)c1	15	.	.	-3	5	1	-1
29	CCn1c(/C=C/c2ccccc2)nc2ccccc2c1=O	7	0	6	.	.	.	13
30	COCC(=O)NC(c1ccccc1)c1ccccc1	-4	.	.	2	0	-2	0
31	CCOC(=O)C1(CCOc2ccccc2)CCN(C(=O)c2cncs2)CC1	6	2	-7	1	-4	0	1
32	CCN(CC)S(=O)(=O)c1ccc(C(=O)Nc2ccc3c(c2)OCO3)cc1	.	1	-6	.	5	.	.
33	C=CCn1c(COc2cccc(C)c2)nnc1SCC(=O)c1c(N)n(C)c(=O)n(C)c1=O	-1	-5	2	1	-4	-1	.
34	CN(Cc1ccccc1)C(=O)c1nc2ccccn2c1CNCCn1cccn1	7	.	.	-1	.	3	1
35	Nc1cc(N)nc(SCc2nnnn2-c2ccc(Cl)cc2)n1	.	.	.	-1	-4	.	-1
36	C[C@H]1CN([C@@H](C)CO)C(=O)c2cccc(NC(=O)C3CCCCC3)c2O[C@H]1CN(C)S(=O)(=O)c1cccs1	2	4	-3	37[16.7 µM]	6	11	-1
37	Cc1cc(/C=C2/C(=O)N(C)C(=S)N2C)ccc1N1CCCC1	78*	-2	0	16	-2	13	.
38	O=C(O)CSCC(=O)N1CCc2c([nH]c3ccccc23)C1C(F)(F)F (stereo not drawn)	-1	-3	-1	-8	0	7	-3
39	COc1ccc(-n2cnc3c(sc4nccc(N(C)C)c43)c2=O)cc1	3	.	.	0	-11	.	0
40	C/C=C/c1ccc([C@@H]2[C@@H](CO)N(Cc3ccccn3)[C@H]2CNC(C)=O)cc1	-1	-3	1	-7[16.7 µM]	5	4	-1
41	CC1(C)NC(=O)N(CC(O)CN2C(=O)CCC2=O)C1=O (stereo not drawn)	-2	.	.	-7	-2	11	-1
42	COc1cc2cc3c(N)c(C(=O)Nc4sc(C)c(C)c4C#N)sc3nc2cc1OC	4	.	.	-13	27	-25	0
43	C/C(=N\NC(=S)NCCc1ccccc1)c1ccc(Cl)cc1Cl	6	-3	0	8	-1	9	17
44	CCNc1nc(Oc2ccc(OC)cc2)cc(C(F)(F)F)n1	11	-2	-4	5	1	-8	-1
45	CN(C)C(=O)c1cccc(-c2ccc3c(c2)[C@@H]2[C@@H](CCN2S(=O)(=O)c2ccccc2)[C@@H](CO)N3)c1	2	8	-1	-4[16.7 µM]	-1	-14	1
46	Cc1ccc(S(=O)(=O)N(C)c2ccc(OCC(=O)O)cc2)cc1	-5	.	.	0	-1	11	-2
47	COc1ccc(NC(=O)Cn2cnc3sc(C)c(S(=O)(=O)N4CCOCC4)c3c2=O)c(OC)c1	-4	-2	3	1	3	2	0
48	CCN(CC)S(=O)(=O)c1ccc(N/N=C/c2cc(OC)c(OC)cc2OC)nc1	.	.	.	1	-8	.	1
49	O=c1c(Cl)c(NCc2ccc(F)cc2Cl)cnn1C12CC3CC(CC(C3)C1)C2	.	.	8	0	0	.	-3
50	N#CCCN1CCN(CCC#N)CC1	-5	.	.	-1	0	5	-2
51	C[C@@H]1CN([C@H](C)CO)S(=O)(=O)c2ccc(C#CC3CCCC3)cc2O[C@@H]1CN(C)C(=O)Cc1ccncc1	5	6	-2	-12[16.7 µM]	10	-15	0
52	CCC(=O)C1CCCN(C(=O)CCc2nnc(C3(c4ccc(Cl)cc4)CCC3)o2)C1 (stereo not drawn)	50*	0	7	2	1	-1	14
53	N#Cc1ccc(C23CC4(C2)[C@H](CN(Cc2ccc(C(F)(F)F)cc2)[C@@H]4c2ccccc2)C3c2ccccc2)cc1 (stereo partly drawn)	-3	.	-4	-11	-1	-1	135*
54	C/C(CCc1ccc2c(c1)OCO2)=N\N=C1\NC(=O)CC(C(=O)Nc2ccccc2F)S1 (stereo not drawn)	.	-4	-6	.	1	.	.
55	COc1ccc(NC(=O)Nc2cccc3c2O[C@@H](CN(C)C(=O)NC(C)C)[C@@H](C)CN([C@@H](C)CO)C3=O)cc1	13	-1	-5	-4[16.7 µM]	1	8	-9
56	COc1cc(C(F)(F)F)c(C(=O)NCc2cccc(Cl)c2)cn1	.	0	7	1	-8	.	0
57	COC(=O)c1ccc(/C=N/NC(=O)CC(=O)NCc2cccnc2)cc1	.	-2	0	-9	.	.	.
58	Cc1ccc2occ(/C=N/NC(=O)c3ccc(O)cc3)c(=O)c2c1	-8	1	9	4	-10	-8	4
59	N#C/C(=N\Nc1ccccc1Cl)C(=O)c1ccccc1	-4	.	.	4	3	-35	3
60	N#Cc1ccc(CSc2nnc(NC(=O)c3ccc4ncsc4c3)s2)cc1	.	-1	0	.	-47	.	.
61	Cn1c(O)c(C=Nc2ccc(Br)cc2)sc1=O	.	-2	3	.	-5	.	.

Given with values under each structure: 10 of the compounds above
The line under a structure holds: esBAF inh	SIRT5 block	ERp5 inh	miR122 inh	ARNT-TACC3 inh	Statin myotox sup	Cneo AK release
#52 CCC(=O)C1CCCN(C(=O)CCc2nnc(C3(c4ccc(Cl)cc4)CCC3)o2)C1 (stereo not drawn)
→ 50*	0	7	2	1	-1	14
#53 N#Cc1ccc(C23CC4(C2)[C@H](CN(Cc2ccc(C(F)(F)F)cc2)[C@@H]4c2ccccc2)C3c2ccccc2)cc1 (stereo partly drawn)
→ -3	.	-4	-11	-1	-1	135*
#54 C/C(CCc1ccc2c(c1)OCO2)=N\N=C1\NC(=O)CC(C(=O)Nc2ccccc2F)S1 (stereo not drawn)
→ .	-4	-6	.	1	.	.
#55 COc1ccc(NC(=O)Nc2cccc3c2O[C@@H](CN(C)C(=O)NC(C)C)[C@@H](C)CN([C@@H](C)CO)C3=O)cc1
→ 13	-1	-5	-4[16.7 µM]	1	8	-9
#56 COc1cc(C(F)(F)F)c(C(=O)NCc2cccc(Cl)c2)cn1
→ .	0	7	1	-8	.	0
#57 COC(=O)c1ccc(/C=N/NC(=O)CC(=O)NCc2cccnc2)cc1
→ .	-2	0	-9	.	.	.
#58 Cc1ccc2occ(/C=N/NC(=O)c3ccc(O)cc3)c(=O)c2c1
→ -8	1	9	4	-10	-8	4
#59 N#C/C(=N\Nc1ccccc1Cl)C(=O)c1ccccc1
→ -4	.	.	4	3	-35	3
#60 N#Cc1ccc(CSc2nnc(NC(=O)c3ccc4ncsc4c3)s2)cc1
→ .	-1	0	.	-47	.	.
#61 Cn1c(O)c(C=Nc2ccc(Br)cc2)sc1=O
→ .	-2	3	.	-5	.	.

Screening results as filed in PubChem.

An unsorted share of the library. Share with any hit: about 4%.
